PTK2B oligo ant – antagonists of Pyk2 self-association, primary screen, Q293 cells, FERM NanoBiT luminescence, HTS | hit rate 0.83% among 99,000 | hits give low values | z-score (the deposit names both 25 µM and 10 µM) | Protein-tyrosine kinase 2-beta (Homo sapiens), Q14289;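 active = Z-score of -3 or lower, scaled per plate to the spread of control and sample wells; inactive = z-score above -3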;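 note: negative z-score means lost luminescence so less FERM oligomerization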
EphB4 ephrin blk – EphB4-ephrin-B2 interaction antagonists, primary screen, biochemical, TNYL-RAW peptide probe, fluorescence polarization. EphB4 LBD / TNYL-RAW-Alexa532 peptide. inhibition, % at 7 µM. hit rate 0.15% among 97,000;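 active = inhibition above the screen-wide mean inhibition plus 3 SD, cut at about 15% in these data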;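 note: 0% = DMSO wells and 100% = excess unlabeled TNYL-RAW peptide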
Target sequence (P54760 whole entry, looked up, the tested form may be a part): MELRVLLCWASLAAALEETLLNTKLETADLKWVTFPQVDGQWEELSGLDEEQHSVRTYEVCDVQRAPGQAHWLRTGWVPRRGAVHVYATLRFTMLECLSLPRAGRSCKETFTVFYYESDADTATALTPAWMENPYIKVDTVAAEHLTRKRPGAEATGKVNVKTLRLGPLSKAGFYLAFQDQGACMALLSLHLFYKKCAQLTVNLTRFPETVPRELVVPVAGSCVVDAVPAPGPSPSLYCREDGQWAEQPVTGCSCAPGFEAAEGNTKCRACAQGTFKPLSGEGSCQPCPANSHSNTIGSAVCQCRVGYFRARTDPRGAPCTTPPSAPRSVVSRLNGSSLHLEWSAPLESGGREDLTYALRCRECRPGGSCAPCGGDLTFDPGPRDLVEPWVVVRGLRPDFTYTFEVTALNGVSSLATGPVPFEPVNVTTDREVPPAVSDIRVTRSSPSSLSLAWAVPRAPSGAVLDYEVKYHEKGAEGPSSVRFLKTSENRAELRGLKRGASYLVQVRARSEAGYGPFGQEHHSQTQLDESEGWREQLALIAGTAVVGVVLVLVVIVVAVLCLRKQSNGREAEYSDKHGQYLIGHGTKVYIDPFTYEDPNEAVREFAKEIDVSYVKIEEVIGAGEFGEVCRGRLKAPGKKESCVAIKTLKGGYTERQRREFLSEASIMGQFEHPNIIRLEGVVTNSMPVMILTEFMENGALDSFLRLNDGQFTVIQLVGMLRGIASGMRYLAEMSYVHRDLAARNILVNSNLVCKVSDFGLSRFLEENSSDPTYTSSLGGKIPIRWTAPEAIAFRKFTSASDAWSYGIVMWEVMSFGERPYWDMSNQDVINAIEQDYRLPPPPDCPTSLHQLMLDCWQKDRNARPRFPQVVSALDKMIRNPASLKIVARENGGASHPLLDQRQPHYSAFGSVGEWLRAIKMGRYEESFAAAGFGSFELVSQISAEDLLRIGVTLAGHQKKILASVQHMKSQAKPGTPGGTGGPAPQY
Starred values were filed as active, the others as inactive. Only part of the results is shown (hit frequency here may not be typical).

mol | PTK2B oligo ant | EphB4 ephrin blk
C=CCn1c2ccccc2c2nnc(SCC(=O)OCN3C(=O)c4ccccc4C3=O)nc21 | 2.42 | -10.4
O=[N+]([O-])c1ccc(N2CCN(c3ccc(Cl)nn3)CC2)cc1NC1CC1 | -0.75 | -8.3
COc1ccc(CCNC(=O)CSc2nc(O)c(CCC(C)C)c(=O)[nH]2)cc1OC | -0.03 | 6.3
Cc1cc(C)n2c(SCc3c(C)noc3C)nnc2n1 | -0.17 | -4.5
Cc1cccc(C)c1NC(=O)CSc1nnc(Cc2ccccc2)o1 | 0.78 | 3.8
CCOC(=O)C1CCN(S(=O)(=O)c2ccc(C(C)=O)cc2)CC1 | 0.16 | -1.8
Cc1cc(C)cc(NC(=O)CN(Cc2ccccc2)S(C)(=O)=O)c1 | -0.18 | 5.9
Cc1ccccc1Cn1cc(S(=O)(=O)CC(=O)N2CCCCC2)c2ccccc21 | -0.75 | 4.7
CC(C)c1[nH]nc2c1C(c1cccs1)C(C#N)=C(N)O2 (stereo unspecified) | 0.1 | 5.6
Fc1ccc(NC(=S)N2CCCC2)cc1 | 3.49 | 3.5
Cc1noc(C)c1C(=O)OCC(=O)Nc1ccccc1C(=O)NC(C)c1ccccc1 (stereo unspecified) | -1.25 | 2.4
CCN(CC)C(=O)Cn1c(=O)n(Cc2ccccc2Cl)c2c1c(=O)n(C)c(=O)n2C | 1.88 | -6.2
Cc1ccc(C)c(NC(=S)NCCc2ccc(S(N)(=O)=O)cc2)c1 | 0.44 | 5.1
CCC(C)OC(=O)C1=C(C)OC23OC(N)=C(C#N)C12C(=O)c1ccccc13 (stereo unspecified) | -0.46 | 3.8
CC(=O)NC(CCS(C)(=O)=O)C(=O)Nc1nc(C)cs1 (stereo unspecified) | 0.94 | -0.4
COC(=O)c1ccc(C(=O)OC)c(NC(=O)CSc2nc(-c3ccco3)cc(C(F)(F)F)n2)c1 | 0.24 | 11.4
Cn1c(=O)c2c(nc(N3CCOCC3)n2CCNC2=NCCC2)n(C)c1=O | -0.39 | 5.7
O=C(N/N=C/c1ccc(N2CCOCC2)o1)c1cccc(C(F)(F)F)c1 | -0.26 | -0.6
CCOc1ccc(C(O)Cc2nc3ccccc3n2C)cc1 (stereo unspecified) | -0.14 | -5.8
COc1ccc(CN2C3CCCC2CC(NC(=O)Nc2cccc(C)c2)C3)cc1 (stereo unspecified) | 0.14 | -11.1
Cc1c(C(=O)NCc2ccc3c(c2)OCO3)oc2ccccc12 | -0.39 | -3.1
Cc1cc(C)n(-c2cc(Cl)cc(Cl)c2)c(=O)c1C#N | -0.4 | -3.1
Cn1c(CCNC(=O)c2ccccc2)nc2ccccc21 | 0.62 | 5.5
COc1ccc(NC(=O)C2CCN(c3nc(C)cc(C)n3)CC2)cc1 | 1.11 | 0.1
Cc1nn(C)cc1CNC(=O)Nc1ccc(Cl)cc1 | -0.3 | 6.5
O=C(O)/C=C\C(=O)Nc1ccccc1C(=O)NCc1ccccc1 | -0.35 | -4.0
Cc1nnc(SCC(N)=O)n1CCc1ccccc1 | -0.4 | -1.5
Cc1ccccc1N1CCN(CCCOc2ccc3c(C)cc(=O)oc3c2)CC1 | -0.99 | 12.6
CC(=O)Nc1nnc(SCC(=O)N2CCN(Cc3ccccc3)CC2)s1 | 1.9 | 2.7
CN1C(C)(C)CC(NC(=O)CCC(=O)NC2CC(C)(C)N(C)C(C)(C)C2)CC1(C)C | 0.16 | 1.3
O=C(NC(NC(=O)c1ccccc1)C(=O)c1ccccc1)c1ccccc1 | -0.12 | 0.3
COc1ccc(N2C(=O)CC(NC3CCCCNC3=O)C2=O)cc1 (stereo unspecified) | -0.32 | 5.1
O=C(CN1C(=O)NC2(CCCCCC2)C1=O)N1CCC(Cc2ccccc2)CC1 | 0.76 | 3.0
O=c1cc(Nc2ccc3c(c2)OCCO3)[nH]c(=O)n1C1CCCCC1 | -2.89 | 1.2
CCOC(=O)C1CCCN(Cc2ccc3c(c2)OCO3)C1 (stereo unspecified) | 0.5 | -2.1
CC(=O)c1cccc(NC(=O)CSc2nnc(-c3cccnc3)o2)c1 | 0.57 | -7.5
CCOc1ccc(CNc2nc3ccccc3n2CCN2CCOCC2)cc1 | 0.13 | -1.1
CCCCS(=O)(=O)C1CCS(=O)(=O)C1 (stereo unspecified) | 1.78 | -3.7
CCCCOC(=O)/C(=C\c1ccc([N+](=O)[O-])o1)NC(=O)c1ccccc1 | 1.38 | -0.1
CC(O)(C#CCN1CCCCC1)c1ccccc1 (stereo unspecified) | 0.25 | 2.9
N#Cc1c(/N=C/c2ccc(Br)s2)sc2c1CCC2 | 0.56 | -3.8
CC(C)C(c1nnnn1C1CCCCC1)N1CCCc2ccccc21 (stereo unspecified) | 1.53 | 5.9
CC1CCCC(C)N1S(=O)(=O)c1ccc(S(=O)(=O)NCCc2ccncc2)cc1 (stereo unspecified) | 0.02 | -1.5
COC(=O)c1sc(N)c(C(=O)OC)c1CSc1nc2sc3c(c2c(=O)n1C)CCC3 | -2.28 | 0.8
CCc1cc2c(=O)[nH]c(N3CCOCC3)nc2s1 | -0.5 | 4.1

Some of these compounds in order of their number in EphB4 ephrin blk, largest number first.
smiles,PTK2B oligo ant,EphB4 ephrin blk
O=C(CN1C(=O)NC2(CCCCCC2)C1=O)N1CCC(Cc2ccccc2)CC1,0.76,3.0
O=C(NC(NC(=O)c1ccccc1)C(=O)c1ccccc1)c1ccccc1,-0.12,0.3
CCCCOC(=O)/C(=C\c1ccc([N+](=O)[O-])o1)NC(=O)c1ccccc1,1.38,-0.1

(continued)
mol | PTK2B oligo ant | EphB4 ephrin blk
Cc1ccc(-n2nnc3c(=O)n(Cc4cc(C)ccc4C)cnc32)cc1 | -0.3 | 4.2
COc1ccc(N2C3=C(CC4=C2CCCC4=O)C(=O)CCC3)cc1 | -0.38 | 0.6
Nc1c(C(=O)c2ccccc2)sc(Nc2ccccc2)c1S(=O)(=O)c1ccccc1 | -2.1 | 9.5
C=CCn1c(/N=C/c2ccc3c(c2)OCO3)nc2ccccc21 | -0.16 | 3.0
O=C(COc1cccc(-n2cnnn2)c1)Nc1ccccc1 | 0.62 | -4.5
COc1ccc(OCC(O)CN2CCCCCC2)cc1 (stereo unspecified) | -0.18 | -2.6
C=CCn1c(CCCNC(=O)CCC)nc2ccccc21 | -0.35 | 6.1
COc1cc(C(=O)NCc2cn3ccsc3n2)cc(OC)c1OC | -0.39 | -3.4
CCCNS(=O)(=O)c1ccc(CCC(=O)Nc2cc(Cl)ccc2Oc2ccccc2)cc1 | 0.28 | 3.7
O=C(NCC(=O)N(Cc1cccs1)C(C(=O)NC1CCCC1)c1cccnc1)c1ccco1 (stereo unspecified) | -0.27 | 0.3
CCOCCOc1nc2c(c(=O)n(C)c(=O)n2C)n1CCc1ccccc1 | 1.04 | 0.8
COc1ccc(C2C(C#N)=C(C)NC3=C2S(=O)(=O)c2ccccc23)cc1 (stereo unspecified) | -1.35 | 9.1
CCOC(=O)C1C(=O)C=C(c2cccc(NS(C)(=O)=O)c2)CC1c1ccco1 (stereo unspecified) | -0.6 | 3.1
c1ccc(CCn2c(SCc3ccccc3)nnc2-c2ccncc2)cc1 | -0.25 | 6.4
O=c1[nH]n2c(=O)c3c([nH]c2c1N=Nc1cccc(Cl)c1)CCCC3 | -2.27 | -0.7
CC(=O)c1cnc2cc(-c3ccc(C)cc3)nn2c1C | 0.91 | 1.6
S=C1NCCOCCOCCOCCNC(=S)NCCOCCOCCOCCN1 | 0.03 | 3.4
CC1(C)Cc2ccccc2-c2c1c(=O)n(Cc1ccccc1)c1nnnn21 | -0.85 | -13.5
Cc1cc(O)ccc1C1(c2ccc(O)cc2C)OC(=O)c2ccccc21 | -2.18 | 6.9
Cc1nnc(NC(=O)CSc2nnc(C)n2Cc2ccccc2)s1 | 2.38 | -7.8
Cc1nnc(Sc2nc3c(c(=O)n(C)c(=O)n3C)n2Cc2ccccc2Cl)s1 | -0.04 | 8.6
CCCCNC(=S)NNC(=O)c1csc(C(C)C)c1 | 0.2 | 4.4
Cc1nn2c(N)c(C#N)cnc2c1-c1ccccc1 | 1.21 | 3.7
COc1cccc(C(=O)OCCN2CCCCC2)c1 | -0.49 | 3.6
O=C(COC(=O)CCc1c[nH]c2ccccc12)NC1CCS(=O)(=O)C1 (stereo unspecified) | 1.86 | 1.2
Cc1cccc(CC(=O)Nc2c3c(nn2-c2cccc(Cl)c2)CS(=O)C3)c1 (stereo unspecified) | -0.41 | 0.4
Cc1ccc(-n2c(-c3ccncc3)nnc2-c2cccs2)cc1 | 0.49 | 1.0
Cc1ccc(NC(=O)COc2ccccc2)c(NC(=O)c2ccccc2C)c1 | -1.43 | -7.8
CCc1nnc(NC(=O)c2cc3c(s2)CCCCC3)s1 | 0.98 | 0.9
CCCCn1c(Cc2ccccc2)nnc1SCC(=O)N1CCOCC1 | -0.05 | 0.9
CCOC(=O)c1c(NS(=O)(=O)c2ccc(Br)cc2)sc2c1CCC2 | -0.24 | 6.2
COC(=O)CCCC[C@@H]1SC[C@@H](NC(=O)OC)[C@@H]1NC(=O)OC | 1.81 | -2.4
CCc1c(C(=O)N/N=C/c2ccc(C)o2)csc1C | -0.7 | -3.9
Cc1cc(C)nc(SCNC(=O)c2ccccc2)n1 | 0.13 | -3.7
CCOC(=O)C[n+]1c(C)ccc2c1CCC2 | -0.12 | 9.5
COc1ccccc1NC(=O)C1CCCN(c2cc(C)nc3ncnn23)C1 (stereo unspecified) | 0.92 | -5.6
O=C1CC(N2CCN(C3CCc4ccccc4C3)CC2)C(=O)N1c1ccccc1 (stereo unspecified) | 1.48 | -7.0
CC(C)=CCCC(C)NC(=O)NC1CCCCC1 (stereo unspecified) | -0.63 | 0.8
Cc1nc(N2CCN(Cc3ccccc3)CC2)c(C#N)c2c1COC(C)(C)C2 | -0.69 | -2.8
CCSc1nnc(NC(=O)CSc2nc3c(c(=O)n2-c2ccccc2OC)SCC3)s1 | -2.71 | 1.6
CC(Oc1ccc(Cl)cc1Cl)C(=O)Nc1cccnc1 (stereo unspecified) | 0.3 | -1.1
O=C(Nc1ccccc1Cl)NC1(C(=O)N2CCCCC2)CCCCC1 | -0.09 | 13.5
Cc1nnc(SCc2ccon2)n1-c1ccccc1 | -0.27 | 1.8
CC(=O)CCS(=O)(=O)c1ccc(Oc2ccc(S(=O)(=O)CCC(C)=O)cc2)cc1 | 2.75 | 0.5
COC(=O)c1cc2nc(-c3ccccc3)cc(C(F)(F)F)n2n1 | 1.46 | -3.6
COc1ccccc1C(c1nnnn1Cc1ccccc1)N1CCN(C2CCCC2)CC1 (stereo unspecified) | -0.74 | 1.8
Cc1c(C(=O)O)sc2nc3n(c(=O)c12)CCC(C)CC3 (stereo unspecified) | 2.33 | -1.1
CCOc1ccccc1N(CC(=O)NC1CCCCC1)C(=O)CNC(=O)c1ccco1 | -0.31 | 3.1
CCN(c1cccc(C)c1)S(=O)(=O)c1ccc2c3c(cccc13)C(=O)N2 | -3.13* | -5.2
Cn1ncc(N=Cc2c(O)ccc3ccccc23)c1C(=O)N1CCOCC1 | 0.06 | -7.0
CC(=O)c1cccc(NC(=O)Nc2cccnc2)c1 | -0.39 | -3.8
Cc1cc(NC(=O)c2ccco2)ccc1NC(=O)Cc1cccs1 | -0.8 | -11.1
CCOc1ccc(N2Nc3n[nH]c(N)c3N2)cc1 | -1.75 | 4.1
Cc1nn(C)cc1/C=C/C(=O)c1cccs1 | 0.57 | 5.0
CC(C)(C)OC(=O)N1CCOCCOCCNCCOCCOCC1 | 1.27 | -6.7
Cc1cc(C)n(C(=O)CCCCCCCC(=O)n2nc(C)cc2C)n1 | 1.02 | -9.2
CCCOc1ccccc1NC(=O)CC1Nc2ccccc2NC1=O (stereo unspecified) | -1.16 | 0.9
Cc1cccc(OCC(O)CNC(=O)c2ccccc2C(=O)O)c1 (stereo unspecified) | 0.28 | 2.3
CC1c2[nH]c3ccccc3c2CCN1C(=O)Nc1ccccc1 (stereo unspecified) | -1.4 | -3.1
Cc1ccc(OC(=O)COc2ccccc2C)c(-n2nc3ccccc3n2)c1 | 0.91 | -0.1

The listing continues:
mol | PTK2B oligo ant | EphB4 ephrin blk
COC(=O)c1oc2ccc(Br)cc2c1NC(=O)CN1CCN(C)CC1 | -0.04 | -8.3
CCc1nnc(NC(=O)CSc2nc3cccnc3n2Cc2ccccc2)s1 | -1.55 | 0.2
COc1cc2c(cc1OC)C(c1cc3ccccc3oc1=O)=NC(C)(C)C2 | -0.38 | 2.1
Clc1ccc(C2=Nn3c(nnc3-c3cccs3)SC2)cc1 | -0.13 | 5.3
CCOC(=O)C(C(=O)OCC)C1CS(=O)(=O)CC1C(C(=O)OCC)C(=O)OCC (stereo unspecified) | 0.03 | 3.3
Cc1ccccc1OCC(=O)N1N=C(C(F)(F)F)CC1(O)C(C)(C)C (stereo unspecified) | -0.39 | 1.8
S=C(NCCSCc1ccc(Cl)c(Cl)c1)Nc1ccccc1 | -0.65 | -4.4
O=S(=O)(NCc1ccco1)c1ccc(S(=O)(=O)N2CCCCC2)cc1 | -0.07 | 2.1
COC(=O)Cn1c(C)c(C#N)c2ccccc21 | 0.66 | 0.3
COc1ccc(Nc2c(C)cccc2C)cc1 | -0.43 | 1.1
O=C1CC(C2CCCO2)C(=O)N1c1ccccc1 (stereo unspecified) | -0.73 | 4.2
CCCCCCOc1ccc(OC(=O)c2ccncc2)cc1 | -0.6 | -4.2
C/C(=N\O)C(C)/[N+]([O-])=C/c1nc(C)c(C)n1O (stereo unspecified) | 0.62 | -9.1
CCOc1ccc(/C(O)=C2/C(=O)C(=O)N(CC3CCCO3)C2c2ccco2)cc1 (stereo unspecified) | -0.61 | -3.9
COc1cc(S(=O)(=O)N2CCC(c3nc4ccccc4s3)CC2)ccc1S(=O)(=O)NC1CCCC1 | -0.87 | -7.5
CC(C)CSc1nnc2[nH]c(=O)cc(N)n12 | 1.09 | 3.5
Cc1ccccc1NC(=O)c1cc(S(=O)(=O)N2CCOCC2)cs1 | -0.38 | -2.9

Screens deposited in PubChem by several laboratories.
